Menin MLL FP TR: displaces Texas Red mutant MLL peptide from human menin; O00255; Menin + Texas Red MLL mutant peptide, fluorescence polarization; Potency, µM (top dose mostly 61.6 µM), without a hit: top-dose FP activity change, negative = inhibition, most hits filed as inhibitors; hit rate 0.23% among 270,000; active = well fitted inhibition curve with a large enough effect in the polarisation, with a control signal flat, not every such curve was filed as active; inconclusive = small, poorly fitted or top-dose-only effect, or effect the other way, or a change in a side signal; inactive = no such curve, though single readings can be large or run the other way; the % refers to the polarisation; note: % of control where 0% means no effect; many of its hits are not listed in these tables
Target sequence (O00255 whole entry, looked up): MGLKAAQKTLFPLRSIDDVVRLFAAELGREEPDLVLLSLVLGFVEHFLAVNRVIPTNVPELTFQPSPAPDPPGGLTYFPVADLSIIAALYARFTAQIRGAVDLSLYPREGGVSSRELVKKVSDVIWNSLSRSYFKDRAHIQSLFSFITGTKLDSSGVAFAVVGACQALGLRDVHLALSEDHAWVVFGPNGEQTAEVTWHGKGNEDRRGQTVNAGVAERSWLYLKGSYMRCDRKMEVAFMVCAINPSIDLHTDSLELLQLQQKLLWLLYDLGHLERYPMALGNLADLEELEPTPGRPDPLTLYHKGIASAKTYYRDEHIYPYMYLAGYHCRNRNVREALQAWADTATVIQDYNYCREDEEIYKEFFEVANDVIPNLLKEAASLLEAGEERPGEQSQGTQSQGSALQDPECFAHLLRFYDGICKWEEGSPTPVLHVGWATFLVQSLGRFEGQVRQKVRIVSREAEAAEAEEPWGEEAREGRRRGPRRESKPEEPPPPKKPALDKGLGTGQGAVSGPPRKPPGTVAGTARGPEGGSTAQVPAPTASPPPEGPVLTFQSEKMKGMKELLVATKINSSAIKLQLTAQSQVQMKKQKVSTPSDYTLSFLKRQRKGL
The depositor's hits bear a star; ? = inconclusive; & = joins results of further samples; [ ] = dose if it differs, or a comment. Potency is the fitted concentration of half-maximal effect. Some of the compounds tested; the hit share may differ from the screen's.

SMILES	Menin MLL FP TR
COc1ccc2c(c1)C(=O)[C@@H](OC(=O)Nc1ccc(C)c(Br)c1)[C@H](c1ccc(OC)c(Br)c1)O2	-17%
CCC(=O)O[C@@]1(C(=O)CCl)[C@@H](C)C[C@@H]2[C@H]3CCC4=CC(=O)C=C[C@@]4(C)[C@]3(F)[C@@H](O)C[C@@]21C	5%[24.8 µM]
Clc1ccccc1-c1cc(NCc2ccccc2)ncn1	9%
Cc1noc(C)c1C(=O)N1CCC2(CC1)CN(Cc1cc(C(F)(F)F)cc(C(F)(F)F)c1)C2	-1%
CC(=O)OC1CC[C@]2(C)C(CC(OC(C)=O)[C@]3(C)C2CC[C@@]2(C)C(c4ccoc4)OC(=O)C4O[C@]432)C1(C)C (stereo partly drawn)	0%
COCCNc1ncnc2ccc(-c3ccoc3)cc12	9%
CCCn1c(C)nc2c(NCCN(C)C)nc(C)nc21	-1%
Clc1cccc(Nc2nnc(-c3ccccc3)c3ccccc23)c1	-14%[24.8 µM]
NCC(=O)N[C@@H](CCCN=C(N)N)C(=O)NCC(=O)N[C@@H](CC(=O)O)C(=O)N[C@@H](CC(N)=O)C(=O)N1CC[C@@H](C(=O)O)C1	6%
CC(=O)N1CCC2(CCCN(c3ccc(-c4ccccc4)cc3)C2)CC1	-8%
COC(=O)NC(C(=O)OC)(C(=O)OC)c1ccccc1	12%
COc1ccc2[nH]cc(CCNc3cc(-c4ccoc4)ncn3)c2c1	21%
COc1cc(OC)c2c(c1Cl)OC1(C2=O)C(O)=CC(=O)CC1C (stereo not drawn)	-6%
CC(=O)Nc1ccc(SCCN2CCN(CCc3ccccc3)CCC2=O)cc1	-2%
CCOC(=O)N/N=C1/C[C@@H](O)[C@@H](O)[C@@H]2[C@@H]3C(=O)N(Cc4ccccc4)C(=O)[C@H]3CC[C@H]12	6%[11.7 µM]
CCCCCCCCCCCC	2%
COc1ccc(CNc2nc(-c3ccoc3)nc3ccccc23)c(OC)c1	9%
Cc1cc(O)c(C=O)c2c1C(=O)Oc1c(C)c(O)c3c(c1O2)C(O)OC3=O (stereo not drawn)	90%[activator]
C=C(C)CC1(c2ccccc2)Oc2ccccc2-c2nc3cc(Cl)c(Cl)cc3nc21 (stereo not drawn)	13%[11.7 µM]
CN(C)C(=O)c1ccc(-c2ccc3ncnc(NCc4cccs4)c3c2)cc1	-12%

Single entries from above.
NCC(=O)N[C@@H](CCCN=C(N)N)C(=O)NCC(=O)N[C@@H](CC(=O)O)C(=O)N[C@@H](CC(N)=O)C(=O)N1CC[C@@H](C(=O)O)C1 – Menin MLL FP TR = 6%
CN(C)C(=O)c1ccc(-c2ccc3ncnc(NCc4cccs4)c3c2)cc1 – Menin MLL FP TR = -12%
CCOC(=O)N/N=C1/C[C@@H](O)[C@@H](O)[C@@H]2[C@@H]3C(=O)N(Cc4ccccc4)C(=O)[C@H]3CC[C@H]12 – Menin MLL FP TR = 6%[11.7 µM]

Following part
SMILES	Menin MLL FP TR
Oc1cc(O)c2c(c1)OC(c1cc(O)c(O)c(O)c1)C(O)C2 (stereo not drawn)	3%
COC(=O)[C@@]1(Cc2ccc(OC)cc2)[C@H]2c3cc(C(=O)N4CCCC4)n(Cc4ccc(OC(F)(F)F)cc4)c3C[C@H]2CN1C(=O)c1ccccc1	-9%
CN(C)Cc1ccccc1-c1cncnc1Nc1ccc(F)cc1	-12%
COc1ccc(-c2nc3c(c4c2C[C@H](c2ccccc2)OC4)CN(C(=O)Nc2cccc(C#N)c2)CC3)c(C)c1	-10%[11.7 µM]
COc1ccc(-c2nc3cnc(N4CCNCC4)nc3n(C3CC3)c2=O)cc1	1%
COC(=O)c1ccc(-c2ccc(C3C4C=CCC(C)C4C(=O)N3Cc3ccccc3)c(F)c2)cc1 (stereo not drawn)	?
CCCn1c(C)nc2c(NCCCN(C)C)nc(C)nc21	0%
Nc1nc2c(ncn2C2OC(CO)CC2O)c(=O)[nH]1 (stereo not drawn)	-4%
COc1ccc(C(=O)N2CCC3(CC2)CN(c2ccncc2)C3)cc1	-4%
CO[C@H]1COC(=O)[C@H]2CCCN2C(=O)C/C=C\[C@@H](C)[C@H](OC)COC(=O)[C@@H](OCc2ccccc2)/C=C\[C@@H]1C	-11%[11.7 µM]
COC(=O)c1ccc(C(NC(=O)OCc2ccccc2)/C(C)=C/[C@@H](C)C(=O)N[C@@H](CO)Cc2ccccc2)cc1 (stereo partly drawn)	19%
C=C(C(C)=O)C(O)c1ccccc1 (stereo not drawn)	-2%
Cc1cnc(CNc2nc(-c3ccc(C(=O)N(C)C)cc3)nc3ccccc23)cn1	-29%
C=CCOC(=O)C(C(C)=O)C(NC(=O)OC)c1ccc(Cl)cc1 (stereo not drawn)	15%[11.7 µM]
CCOC(=O)CCN1C(=O)[C@H]2[C@@H]3[C@H](O)[C@H](O)CC(=O)[C@H]3CC[C@H]2C1=O	2%&1%[11.7 µM]
CC[C@H]1C2=C3C(CC[C@H]4C(OCc5ccc(F)cc5C(F)(F)F)OC[C@](C)([C@@H]34)N(C(=O)OC(C)(C)C)C2)C(COC)C1COC (stereo partly drawn)	-10%
COCCNc1ccnc(-c2ccccc2C(F)(F)F)n1	-1%
CC/C=C\C/C=C\C/C=C\CCCCCCCCCCCC(=O)O	2%
c1csc(CNc2ccnc(-c3ccc4c(c3)OCO4)n2)c1	?
c1ccc(-c2nc(-c3cccc4ccccc34)c(Nc3ccc4ccccc4c3)o2)cc1	9%
C=CCN1C=C2C(=O)C(C)(OC(=O)c3ccco3)C(=O)C(C=C)=C2C=C1C1CC1 (stereo not drawn)	-7%[11.7 µM]
c1ccc(-c2ccc(OCCN3CCCC3)cc2)cc1	-20%
COc1ccccc1/C=C/C1=CC2(C)CC1(C)C(c1ccccc1OC)CC2=O (stereo not drawn)	-1%[11.7 µM]
O=C(Nc1cccc(F)c1)N1CCC2(CC1)CCN(C(=O)c1cc(C(F)(F)F)cc(C(F)(F)F)c1)CC2	14%
COC(=O)CC[C@@H](C)[C@H]1CC[C@H]2[C@@H]3CC[C@@H]4C[C@H](O)CC[C@]4(C)[C@H]3C[C@H](O)[C@]12C	?
COC(=O)C(C)CCCC(C)CCCC(C)CCCC(C)C (stereo not drawn)	3%
Cc1ccc2[nH]c3nc(CCCn4ccnc4-c4ccccc4)nnc3c2c1	9%[11.7 µM]
O=S(=O)(CCc1ccccc1)c1nc2ccccc2s1	5%
CC(C)ON(C(C(=O)NO)C(C)C)S(=O)(=O)c1ccc(-c2ccccc2)cc1 (stereo not drawn)	-12%
COC(=O)Nc1ccc(Cl)c(Cl)c1	17%
NCC1O[C@H](O[C@@H]2C(O)[C@H](O[C@H]3OC(CO)C(O)C(N)C3O)[C@@H](N)C[C@H]2N)[C@@H](N)CC1O (stereo partly drawn)	-3%
C[C@](N)(COP(=O)(O)O)C(=O)O	7%[24.8 µM]
CCCNC(=O)N1N=C(c2ccc(N)cc2)c2cc3c(cc2C1C)OCO3 (stereo not drawn)	?
C=CCN1c2ccccc2[C@]23C[C@@H](C(=O)OC)N(S(=O)(=O)c4c(C)noc4C)C2=NC(C(=O)OC)=C(C(=O)OC)[C@H]13	-20%[11.7 µM]
COc1ncc2nc(CCc3ccccc3)c(=O)n(-c3ccccc3)c2n1	18%
CCC[C@H](NC(C)=O)C(=O)N[C@H]1CC(=O)ONCCCC[C@@H](C(N)=O)NC(=O)[C@H](Cc2c[nH]c3ccccc23)NC(=O)[C@H](CCCN=C(N)N)NC(=O)[C@@H](Cc2ccc3ccccc3c2)NC(=O)[C@H](Cc2cnc[nH]2)NC1=O	0%
O=c1c(-c2cc(F)cc(F)c2)nc2cncnc2n1C1CC1	4%
COc1cccc(-c2cc(N(C)Cc3ccco3)ncn2)c1	-8%
CCCC[C@@H]1C[C@H]1C(NC(=O)c1cccs1)c1ccc(C(F)(F)F)cc1 (stereo partly drawn)	29%
C[N+]1(C)CCc2cc3c(cc2[C@@H]1[C@@H]1C(=O)Oc2c1ccc1c2OCO1)OCO3	-18%&-15%[24.8 µM]
CC(C)C[C@H](NC(=O)[C@@H]1CCCN1C(=O)[C@H](CO)NC(=O)[C@H](Cc1ccccc1)NC(=O)CNC(=O)[C@@H]1CCCN1C(=O)[C@@H]1CCCN1C(=O)[C@@H](N)CCCN=C(N)N)C(=O)O	-2%
Cc1cc(=O)c2c(O)c3c(O)cc(O)c4c5c(O)cc(O)c6c(O)c7c(=O)cc(C)c8c1c2c(c34)c(c65)c78	?
COC(=O)N1CCC[C@@]2(CCN(Cc3nccs3)C2)C1	-3%
CSCC[C@H](NC(=O)[C@H](CO)NC(=O)[C@H](Cc1ccc(O)cc1)NC(=O)[C@@H](N)CO)C(=O)N[C@@H](CCC(=O)O)C(=O)N[C@@H](Cc1cnc[nH]1)C(=O)N[C@@H](Cc1ccccc1)C(=O)N[C@@H](CCCNC(=N)N)C(=O)N[C@@H](Cc1c[nH]c2ccccc12)C(=O)NCC(=O)N[C@@H](CCCCN)C(=O)N1CCC[C@H]1C(=O)N[C@H](C(=O)NCC(=O)N[C@@H](CCCCN)C(=O)N[C@@H](CCCCN)C(=O)N[C@@H](CCCNC(=N)N)C(=O)N[C@@H](CCCNC(=N)N)C(=O)N1CCC[C@H]1C(=O)N[C@H](C(=O)N[C@@H](CCCCN)C(=O)N[C@H](C(=O)N[C@@H](Cc1ccc(O)cc1)C(=O)N1CCC[C@H]1C(=O)O)C(C)C)C(C)C)C(C)C	-7%
CC[C@H](C)[C@H](NC(=O)[C@H](Cc1ccc(O)cc1)NC(=O)[C@@H](NC(=O)[C@@H](N)CCCN=C(N)N)C(C)C)C(=O)N[C@@H](Cc1cnc[nH]1)C(=O)N1CCC[C@H]1C(=O)N[C@@H](Cc1ccccc1)C(=O)O	-1%
CC(=O)NCCNc1cc(-c2ccccc2CN(C)C)ncn1	13%
Cc1cc2c(c(=O)o1)[C@H](O)[C@H]1O[C@@H]1C2=O	10%[11.7 µM]
CC(=O)NCCNc1ncnc2ccc(-c3ccoc3)cc12	8%
NCCC[C@@H](CC(=O)N[C@@H]1CCCC[C@H]1C(=O)N[C@H](CC(=O)N[C@@H](CCC(=O)O)CC(=O)O)Cc1c[nH]c2ccccc12)NC(=O)C[C@H](Cc1c[nH]c2ccccc12)NC(=O)[C@@H]1CNCC[C@H]1N	-3%
C/C(=C\CO)CCC(C)CCCC(C)CCCC(C)C (stereo not drawn)	-14%
ONCc1ccccc1	-9%
CC(C)C(C)/C=C/C(C)C1CCC2C3=CCC4CC(=O)CC[C@@]4(C)C3CC[C@]21C (stereo partly drawn)	-10%
COc1ccc(C(=O)[C@]2(C)C=C(c3ccc(OC)cc3)[C@H](C)C2)cc1	-11%
COc1ccc(C(=O)N2CCC3(CCCN(C(=O)Nc4cccc(C#N)c4)C3)CC2)cc1	25%
Cc1noc(C)c1C(=O)N1CCC2(CC1)CCN(c1cccc(-c3ccccc3)c1)CC2	-2%
COC(=O)c1ccc(C(/C=C/[C@@H](C)C(=O)NCc2ccc(OC)c(O)c2)NC(=O)OCc2ccccc2)cc1 (stereo partly drawn)	18%
NC(=O)Nc1sc(-c2ccc(F)cc2)cc1C(N)=O	?
COC(=O)c1ccc(C(NC(=O)OCc2ccccc2)/C(F)=C/[C@@H](C)C(=O)NCCc2c[nH]c3ccc(OC)cc23)cc1 (stereo partly drawn)	21%
CCCCCCCCCCCCC/C=C/[C@@H](O)[C@H](COP(=O)([O-])OCC[N+](C)(C)C)NC(=O)CCCCCCCCCCCCCCCCC	6%
C=CCN1c2ccccc2[C@]23C[C@@H](C(=O)OC)N(S(=O)(=O)c4ccc5c(c4)OCCN5C)C2=NC(C(=O)OC)=C(C(=O)OC)[C@H]13	-13%[11.7 µM]

Three of the entries above in order of the Menin MLL FP TR value, rising:
SMILES	Menin MLL FP TR
Cc1noc(C)c1C(=O)N1CCC2(CC1)CCN(c1cccc(-c3ccccc3)c1)CC2	-2%
CC(=O)NCCNc1cc(-c2ccccc2CN(C)C)ncn1	13%
COc1ccc(C(=O)N2CCC3(CCCN(C(=O)Nc4cccc(C#N)c4)C3)CC2)cc1	25%

The list goes on:
SMILES	Menin MLL FP TR
OCC(O)C(O)[C@H](O[C@H]1OC(CO)C(O)C(O)C1O)[C@H](O)CO (stereo partly drawn)	-5%
CSc1nc(N)c2ncn([C@H]3O[C@H](COP(=O)(O)OP(=O)(O)O)[C@@H](O)[C@@H]3O)c2n1	-9%[24.8 µM]
C[C@H](NC(c1cccc2nc(O)c(O)nc12)P(=O)(O)O)c1ccc(Br)cc1 (stereo partly drawn)	20%
CO[C@@H]1COC(=O)[C@H](CCSC)NC(=O)C/C=C\[C@@H](C)COC(=O)[C@@H]2CCCN2C(=O)C/C=C\[C@H]1C	-4%[11.7 µM]
COc1ccc(OC)c(C2=Nn3c(nnc3-c3ccc(OC)c(OC)c3)SC2)c1	2%
CCCCCCCCCCCCCCC(C(=O)OC)C(O)(CC(=O)OC)C(=O)OC (stereo not drawn)	-16%
CCOC(=O)OCC1C=C[C@H](c2cc(-c3ccccc3)ccc2O)C(c2ccc(C(C)=O)cc2)O1 (stereo partly drawn)	50%[activator][11.7 µM]
O=C(c1ccncc1)N1CCC2(CCCN(c3ccccc3)C2)CC1	-19%
COCC(=O)N1CCC2(CCCN(C(=O)Nc3cccc(F)c3)C2)CC1	-18%
CCNc1ncc2nc(-c3cn(C)c4ccccc34)c(=O)n(Cc3cccs3)c2n1	-17%

Compounds above that have a CF3 group, in the order listed:
SMILES	Menin MLL FP TR
Cc1noc(C)c1C(=O)N1CCC2(CC1)CN(Cc1cc(C(F)(F)F)cc(C(F)(F)F)c1)C2	-1%
COC(=O)[C@@]1(Cc2ccc(OC)cc2)[C@H]2c3cc(C(=O)N4CCCC4)n(Cc4ccc(OC(F)(F)F)cc4)c3C[C@H]2CN1C(=O)c1ccccc1	-9%
CC[C@H]1C2=C3C(CC[C@H]4C(OCc5ccc(F)cc5C(F)(F)F)OC[C@](C)([C@@H]34)N(C(=O)OC(C)(C)C)C2)C(COC)C1COC (stereo partly drawn)	-10%
COCCNc1ccnc(-c2ccccc2C(F)(F)F)n1	-1%
O=C(Nc1cccc(F)c1)N1CCC2(CC1)CCN(C(=O)c1cc(C(F)(F)F)cc(C(F)(F)F)c1)CC2	14%
CCCC[C@@H]1C[C@H]1C(NC(=O)c1cccs1)c1ccc(C(F)(F)F)cc1 (stereo partly drawn)	29%

Screening results from PubChem BioAssay.
